Giardia FBPA inh: Giardia lamblia aldolase inhibition; A8B2U2; purified Giardia FBPA; Potency, µM (top dose mostly 59.6 µM), inactives show top-dose activity, negative = inhibition, most hits filed as inhibitors; 290,000 compounds, 0.71% hits; AID 2451; further: potency means the concentration at half of the fitted maximal effect; nearly all actives have a fitted effect of over 55% in size
Target sequence (A8B2U2 whole entry, looked up): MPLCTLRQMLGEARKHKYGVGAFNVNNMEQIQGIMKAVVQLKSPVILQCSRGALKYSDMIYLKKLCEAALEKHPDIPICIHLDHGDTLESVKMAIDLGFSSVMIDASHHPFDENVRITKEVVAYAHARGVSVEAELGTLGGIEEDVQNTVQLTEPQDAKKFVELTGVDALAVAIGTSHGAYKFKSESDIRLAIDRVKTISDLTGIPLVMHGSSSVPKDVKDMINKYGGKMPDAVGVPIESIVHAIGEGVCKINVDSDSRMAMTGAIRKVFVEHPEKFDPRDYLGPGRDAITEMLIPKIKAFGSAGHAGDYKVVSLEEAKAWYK
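Giardia FBPA (40 nM reagent) was preincubated 10 min at RT with compound (up to 57.5 uM final), then substrate plus GAPDH/TPI/NAD/arsenate coupling system with diaphorase/resazurin was added; resorufin fluorescence (525/598 nm) was read after 20 min.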
AmpC inh detg: AmpC beta-lactamase inhibition with detergent present; AmpC hydrolysis of nitrocefin, absorbance 480 nm, 0.01% Triton; 370,000 compounds, 0.041% hits; AID 485294; P00811; Potency, µM (series often up to 114 µM), inactives show top-dose activity change, negative = inhibition, most hits filed as inhibitors;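 further: potency means the concentration at half of the fitted maximal effect; 0% = no-compound wells and -100% = no-enzyme wells; nearly all actives have a fitted effect of over 25% in size; some results filed as inactive show a strong effect at the top dose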
Target sequence (P00811 whole entry, looked up): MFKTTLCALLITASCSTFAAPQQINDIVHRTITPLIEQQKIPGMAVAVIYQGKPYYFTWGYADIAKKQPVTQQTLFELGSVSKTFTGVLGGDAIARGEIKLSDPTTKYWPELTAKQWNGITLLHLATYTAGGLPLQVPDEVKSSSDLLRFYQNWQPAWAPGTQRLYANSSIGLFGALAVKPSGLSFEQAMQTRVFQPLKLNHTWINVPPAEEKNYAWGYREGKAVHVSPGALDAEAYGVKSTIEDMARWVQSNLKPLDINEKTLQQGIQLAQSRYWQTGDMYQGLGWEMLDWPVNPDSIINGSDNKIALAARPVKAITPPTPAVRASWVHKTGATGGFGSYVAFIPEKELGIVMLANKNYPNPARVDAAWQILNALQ
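AmpC (5.3 nM in the dispensed reagent) in 20 mM phosphate pH 7.0 with 0.01% (detergent screen) or 0.0001% Triton X-100 was preincubated with compounds for 15 min at room temperature. Nitrocefin was then added from an 800 uM solution, and hydrolysis was followed at 480 nm.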
Sm TGR block: inhibitors of Schistosoma mansoni thioredoxin glutathione reductase. Q962Y6. purified TGR, DTNB reduction, TNB absorbance 405 nm. Potency, µM (highest dose often 114 µM), for the others: at the top dose activity change, negative = inhibition, most hits filed as inhibitors. 360,000 compounds, 3% hits. AID 485364; further: potency means the concentration at half of the fitted maximal effect; nearly all actives have a fitted effect of over 60% in size
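TGR 20 nM + NADPH 100 uM (dispensed conc.), cpd preinc 15 min RT; start with NADPH (500 uM addition) then DTNB (15 mM addition). Kinetic TNB absorbance, 405 nm filter. Four-parameter Hill fit across titration.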
HCMV inh: blocks human cytomegalovirus replication; HFF cells, HCMV-luciferase reporter, 72 h; active compounds read low; activity change, negative = inhibition, % at 57.5 µM; 410,000 compounds, 4.5% hits; AID 1259415; in the data active means activity change below about -60%; inconclusive means no clear call, values can overlap the other calls; inactive means above about -39%
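Inhibition of viral replication was scored as loss of reporter luminescence in HFFs infected with HCMV-luciferase (MOI 1 PFU/cell) for 72 h; compounds tested at 2 doses, normalized to buffer and Salinomycin controls.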
AmpC no deterg: blocks E. coli AmpC beta-lactamase in detergent-free assay. AmpC nitrocefin hydrolysis, absorbance 480 nm, 0.0001% Triton. Potency, µM (titrated, usually from 57.1 µM), inactives show at the top dose activity change, negative = inhibition, actives largely listed as inhibitors. 330,000 compounds, 0.52% hits. AID 485341. P00811;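 further: potency means the concentration at half of the fitted maximal effect; plate controls were no compound for no effect and no enzyme for full effect; nearly all actives have a fitted effect of over 20% in size; some results filed as inactive show a strong effect at the top dose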
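AmpC (5.3 nM in the dispensed reagent) in 20 mM phosphate pH 7.0 with 0.01% (detergent screen) or 0.0001% Triton X-100 was preincubated with compounds for 15 min at room temperature. Nitrocefin was then added from an 800 uM solution, and hydrolysis was followed at 480 nm.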
AMA1 RON2 block: disrupts binding of P. falciparum AMA1 to RON2; AlphaScreen AMA1-biotinylated RON2 peptide binding; Potency, µM (series often up to 58.2 µM), without a hit: at the top dose activity change, negative = inhibition, usual class: inhibitors; 360,000 compounds, 0.2% hits;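 further: potency means the concentration at half of the fitted maximal effect; 0% = vehicle wells and -100% = peptide control; nearly all actives have a fitted effect of over 45% in size; some results filed as inactive show a strong effect at the top dose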
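AMA1 (3D7) with his tag at 25 nM final met compounds first, then biotinylated RON2 peptide at 25 nM; detection used donor plus acceptor beads, 10 µg/mL apiece, read by AlphaScreen after 30 min at room temperature.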
* hit, by the source's call; ? = inconclusive; nt = no result given; & = joins results of further samples; [ ] = dose if it differs, or a comment. Unless noted, the call rests on the fitted dose curve; in most records, active means well fitted curve in the direction sought with a large enough effect; inconclusive means small, poorly fitted or top-dose-only effect, or another doubt; inactive means no such curve, though single readings can be large; an effect the other way counts as inactive or inconclusive. Unless noted, on the % scale 0 is the no-effect control and ±100 the full control effect.

Molecule,Giardia FBPA inh,AmpC inh detg,Sm TGR block,HCMV inh,AmpC no deterg,AMA1 RON2 block
Cc1ccc(Cn2nnc3c(=O)[nH]c(C4CCN(C(=O)c5cccs5)CC4)nc32)cc1,3.6%,0.5%,-18.3%,nt,16.8%,6.3%
Cc1ccc2c(c1)c1c(n2CC(O)CNC2CCCC2)CCCC1 (stereo unspecified),?,1.8%,-6.7%,-3.0,-4.7%,?
Cc1nnc(SCc2cccc(Cl)c2)n(N)c1=O,-1.0%,-1.7%,2.7%,14.8,-12.1%,-5.8%
COc1cc(/C=N/NC(=O)Cn2nnc3ccccc32)ccc1O,0.2%,4.1%,-0.1%,?,-28.5%,11.5%
COc1ccccc1N1CCN(C(=O)CSc2nc3ccccc3o2)CC1,-28.4%,?,4.2%,39.6,66.8%[activator],9.0%
N=C(N)N1CCN(Cc2ccccc2)CC1,0.8%,-0.8%,11.6%,nt,-16.1%,nt
CCOC(=O)c1nc(NNC(=O)c2ccc([N+](=O)[O-])cc2)sc1C,19.0%,-1.9%,?,-96.6*,-24.3%,94.4%[activator]
COc1cc2c(cc1OC)CN(C(C)C(=O)Nc1cccc(S(=O)(=O)N3CCOCC3)c1)CC2 (stereo unspecified),nt,-9.2%,-3.6%,-25.2,54.7%,-12.6%

Molecule,Giardia FBPA inh,AmpC inh detg,Sm TGR block,HCMV inh,AmpC no deterg,AMA1 RON2 block
CCOCCCNC(=O)c1cccc(NC(=O)C2=C(C)OCCS2)c1,-4.2%,?,-0.4%,4.5,-6.1%,-2.0%
CCOCCCNC(=O)c1ccc2nc(CCc3ccccc3)oc2c1,nt,1.4%,-0.5%,18.3,nt,nt
S=c1[nH]nc(-c2ccncc2)n1Cc1ccccc1,-5.9%,?,0.8%,?,-13.7%,0.9%
Cn1cc(Cl)c(C(=O)OCC(=O)Nc2cccc(Cl)c2)n1,3.0%,-12.0%,-15.5%,-7.7,-21.6%,-8.1%
COc1cc(OC)cc(C(=O)NCC2CCCO2)c1 (stereo unspecified),-1.0%,-1.3%,0.1%,12.9,-25.2%,-0.2%
COc1ccc(OC2CCN(S(=O)(=O)c3ccc(F)cc3)CC2)cc1,8.2%,-0.1%,42.9%[activator],-17.7,-11.4%,0.0%
COc1ccccc1CNC(=O)c1ccc2c(c1)N(Cc1c(F)cccc1Cl)C(=O)CS2,nt,-6.7%,2.5%,-7.3,nt,nt
CC1=C(C(=O)Nc2ccccc2)C(c2ccc(C)o2)n2c(s/c(=C\c3ccco3)c2=O)=N1 (stereo unspecified),-14.8%,3.1%,?,4.7,-42.4%,-17.0%

Molecule,Giardia FBPA inh,AmpC inh detg,Sm TGR block,HCMV inh,AmpC no deterg,AMA1 RON2 block
CC(=O)NCCC(=O)Nc1cccc(S(=O)(=O)N(C)c2ccccc2)c1,0.2%,-2.3%,-10.2%,-36.4,-39.2%,-13.8%
N/C(Cc1cccs1)=N\OC(=O)COc1ccc(Br)cc1Cl,7.6%,3.4%,-24.8%,89.2,-21.7%,156.7%[activator]
O=C(NCc1ccc(Cl)cc1)c1ccc2c(c1)NC(=O)C(CS(=O)(=O)Cc1ccc(F)cc1Cl)N2 (stereo unspecified),nt,18.9%,5.1%,6.8,nt,nt
COc1ccc(OCC(=O)Nc2ccc3c(c2)nc(CCN2CCC(C)CC2)n3C)cc1,nt,-0.2%,-4.7%,-27.1,7.9%,-9.5%
Cc1cc(C)c(NC(=O)CS(=O)CC(=O)Nc2ccc(-n3cnnn3)c(C)c2)c(C)c1 (stereo unspecified),16.5%,-3.6%,-11.0%,-69.3*,-4.5%,5.3%
O=C(Nc1ccc(N2CCOCC2)cc1)c1ccc(Br)o1,nt,4.0%,2.3%,81.0,-7.7%,?
CN(CCOc1ccccc1)CC(=O)Nc1ccc(Br)cc1F,0.1%,-2.2%,-1.5%,41.6,42.6%,16.1%
Cc1ccc(F)cc1NC(=O)CSCc1c(C)noc1C,nt,-3.6%,-3.6%,22.9,-9.2%,-10.0%

Molecule,Giardia FBPA inh,AmpC inh detg,Sm TGR block,HCMV inh,AmpC no deterg,AMA1 RON2 block
CN(C)S(=O)(=O)Oc1ccc(C(=O)Nc2ccc([N+](=O)[O-])cc2)cc1,-2.5%,?,2.2%,?,-18.8%,-4.2%
O=C(c1ccc(C(F)(F)F)cc1)C1CCCN(C(=O)CN2C(=O)CSC2=O)C1 (stereo unspecified),-0.9%,5.9%,3.0%,14.0,12.3%,8.4%
COc1ccc(CCNC(=O)C2CCN(S(=O)(=O)N3CCC4(CC3)OCCO4)CC2)cc1OC,1.0%,?,2.0%,27.0,6.1%,18.8%
Cc1ccc(C)c(-c2nnc(NC(=O)CCS(=O)(=O)c3ccccc3)o2)c1,nt,?,0.6%,0.7,-16.3%,97.2%[activator]
COc1cc(C(=O)NC(=S)N(C)Cc2ccccc2)cc(OC)c1OC,?,-0.7%,0.1%,-27.7,-5.5%[2.29 µM],67.4%[activator]
CN(C)c1nc(N)nc(/C(C#N)=C/C2CC3C=CC2C3)n1 (stereo unspecified),?,6.3%,39.8µM*,47.5,9.8%,-6.6%
O=C(NNC(=O)c1cccc(S(=O)(=O)N2CCCCC2)c1)c1ccccc1,nt,nt,nt,-8.0,-28.3%,34.1%[activator]
CCc1nn(CC(=O)NC(C)CC)c(=O)c2cc3occc3n12 (stereo unspecified),nt,15.6%,5.1%,-2.7,nt,nt

3 structures already listed, arranged by heavy-atom count, low to high:
Molecule,Giardia FBPA inh,AmpC inh detg,Sm TGR block,HCMV inh,AmpC no deterg,AMA1 RON2 block
CCc1nn(CC(=O)NC(C)CC)c(=O)c2cc3occc3n12 (stereo unspecified),nt,15.6%,5.1%,-2.7,nt,nt
COc1ccccc1CNC(=O)c1ccc2c(c1)N(Cc1c(F)cccc1Cl)C(=O)CS2,nt,-6.7%,2.5%,-7.3,nt,nt
COc1ccc(CCNC(=O)C2CCN(S(=O)(=O)N3CCC4(CC3)OCCO4)CC2)cc1OC,1.0%,?,2.0%,27.0,6.1%,18.8%

Going on with the list:
Molecule,Giardia FBPA inh,AmpC inh detg,Sm TGR block,HCMV inh,AmpC no deterg,AMA1 RON2 block
CC(C)[C@@]1(c2ccccc2)ON(c2ccccc2C(F)(F)F)C1=O,nt,5.9%,4.4%,nt,-12.7%,nt
Clc1ccc(-c2nnc3sc(-c4ccc(Br)o4)nn23)c(Cl)c1,6.3%,-2.6%,6.2%,-16.6,-14.6%,-1.9%
CN(C)N1C(=O)CC(N2CCCCC2)C1=O (stereo unspecified),-3.5%,-11.9%,?,17.3,-2.6%,-6.0%
CCOc1ccccc1CNC(=O)c1ccc2c(c1)N(CC)CCS2,-8.3%,22.9%,?,-32.1&-12.3,-0.7%,?
FC(F)Oc1ccccc1NC(=S)Nc1cccnc1,-5.6%,-13.1%,22.4µM*,21.5,-21.0%,-1.2%
CCOc1ccc(OCc2cccc(C(=O)Nc3ccc(CN4CCCCC4)cc3)c2)cc1,4.1%,-9.4%,-0.6%,28.4,21.1%,-25.6%
Cc1nn(C(C)C(=O)NNC(=S)Nc2ccc(Cl)cc2)c(C)c1[N+](=O)[O-] (stereo unspecified),25.4%,0.9%,-10.8%,21.3,-25.7%,45.6%[activator]
NC(=O)CC1SC(N)=NC1=O (stereo unspecified),1.9%,?,?,44.4,-13.9%,-3.9%

Molecule,Giardia FBPA inh,AmpC inh detg,Sm TGR block,HCMV inh,AmpC no deterg,AMA1 RON2 block
CCCN1CCN(S(=O)(=O)c2cn(C)nc2C)CC1,-5.5%,1.8%,?,18.6,-2.5%,-6.4%
Cc1cccc2nc(CSc3nncn3-c3ccccc3)cn12,-28.2%,-17.4%,-13.2%,2.1,-14.5%,-4.5%
O=C(Nc1ccc(Br)cc1)Nc1ccccc1F,0.4%,7.5%,4.0%,-22.0,-25.0%,18.2%
CCOC(=O)c1cc(-c2ccc(F)cc2)n(CC(=O)NC(C)CC)c1C (stereo unspecified),4.6%,3.0%,0.9%,40.1,20.3%,-5.2%
CNc1nc(C)c(C#N)cc1C(C)=O,5.0%,-3.9%,-3.8%,6.3,2.1%,23.6%
COc1ccc(CNC(=O)c2cccc(N3CCCC3=O)c2)cc1,-0.9%,-10.4%,5.3%,-14.2,-16.7%,10.1%
COC(=O)CCC(=O)OC1(C)C(=O)C=C2C=C(C3CC3)N(Cc3ccco3)C=C2C1=O (stereo unspecified),?,0.5%,31.6µM*,-19.7,57.7%,-18.6%
CCC(=O)NC(=S)N1CCN(c2ccc([N+](=O)[O-])cc2Cl)CC1,2.5%,-2.9%,-31.3%,36.1,-13.4%,13.3%

Molecule,Giardia FBPA inh,AmpC inh detg,Sm TGR block,HCMV inh,AmpC no deterg,AMA1 RON2 block
COCCCN(C(=S)Nc1c(C)cc(C)cc1C)C(C)c1ccccn1 (stereo unspecified),?,-1.8%,44.1%[activator],2.5,8.1%,33.9%[activator]
Cc1cc(C)c(S(=O)(=O)N2CCCC(C(=O)N3CCCC3)C2)c(C)c1 (stereo unspecified),-5.5%,3.2%,-18.1%,2.5,87.0%[activator],7.2%
CC1=C(C(=O)NCc2ccccc2)C(c2cccs2)n2ncnc2N1 (stereo unspecified),9.5%,-5.7%,-2.9%,-14.9,-9.1%,42.9%[activator]
COc1ccc2cc(C(N)=O)c(=Nc3ccccc3)oc2c1,8.0%,?,0.0%,?,-16.8%,4.9%
O=C(Cn1nnc2ccccc21)NNC(=S)NC1CCCCC1,9.6%,-2.2%,-2.4%,22.4,-13.2%,0.3%
COCCNC(=O)c1c[nH]c2ccc(S(=O)(=O)N3CCc4ccccc43)cc2c1=O,-5.2%,-0.2%,6.4%,?,151.9%[activator],6.6%
CN1CC(=O)N(CC(=O)Nc2cc(Cl)cc(Cl)c2)C1=O,0.3%,7.8%,?,-27.6,-13.7%,1.7%
O=C1CCC(=O)O1,nt,2.7%,-2.8%,-23.2,-10.1%,-2.8%

Molecule,Giardia FBPA inh,AmpC inh detg,Sm TGR block,HCMV inh,AmpC no deterg,AMA1 RON2 block
O=S(=O)(Cc1ccccc1)Nc1ccc(S(=O)(=O)NCC2CCCO2)cc1 (stereo unspecified),5.5%,?,-3.7%,25.1,-17.2%,-3.9%
Cc1ccc(NS(=O)(=O)c2ccc3c(c2)NC(=O)CC(=O)N3)cc1C,0.5%,?,-8.1%,-20.2,-22.7%,-4.5%
CCOc1ccccc1C(=O)Nc1ccc2nc3n(c(=O)c2c1)CCCCC3,nt,-0.3%,-10.7%,?,38.9%,-2.3%
CCCCN(CCCC)S(=O)(=O)c1ccc(NC(=O)c2ccc([N+](=O)[O-])cc2Cl)cc1,-6.0%,-2.6%,-4.5%,-78.5*,-29.8%,2.3%[2.32 µM]
C=CCn1c(SCC(=O)N(C)C2CCS(=O)(=O)C2)nnc1-c1ccccc1 (stereo unspecified),nt,-10.2%,0.5%,-7.3,-14.3%,1.7%

Screens deposited in PubChem BioAssay by National Center for Advancing Translational Sciences (NCATS).
